Tau fibril ThT = blocks human tau fibril formation measured by thioflavin T | P10636 | recombinant tau K18 P301L, heparin-induced fibrillization, ThT fluorescence | Potency, µM (highest dose often 57.4 µM), inactives show at the highest dose activity, negative = inhibition, actives largely listed as inhibitors | 2.1% of 270,000 active | AID 1460; further: on the % scale 0 is the no-effect control and ±100 the full control effect; nearly all actives have a fitted effect of over 55% in size
Target sequence (P10636 561-689 P618L limits assumed): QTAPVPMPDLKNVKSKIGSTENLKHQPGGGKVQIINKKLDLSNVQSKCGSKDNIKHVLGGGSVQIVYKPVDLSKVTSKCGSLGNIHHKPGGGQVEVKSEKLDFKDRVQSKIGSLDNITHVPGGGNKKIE
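Using a mix of unlabeled (15 uM) and Alexa 594-labeled (0.24 uM) tau K18 P301L, heparin-triggered fibrillization over 6 hr at 37 C was scored by ThT fluorescence.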
Lamin A splicing = modulators of lamin A splicing. Potency, µM (doses to about 46.1 µM), for the others: top-dose ratio change, negative = inhibition, hits mostly inhibitors. 0.01% of 200,000 active. HeLa LMNA splicing GFP/RFP minigene ratio, 48 h. AID 1487; active means well fitted inhibition curve with a large enough effect in the signal ratio, with a control signal flat, not every such curve was filed as active; inconclusive means small, poorly fitted or top-dose-only effect, or effect the other way, or a change in a side signal; the % refers to the signal ratio; further: on the % scale 0 is the no-effect control and ±100 the full control effect
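S3 HeLa cells stably expressing lamin A-EGFP splicing minigene plus DsRed2, 600 cells/well, 48 h compound exposure at 37C. Laser-scanning cytometry; analysed as GFP (500-530 nm)/RFP (575-640 nm) total intensity ratio; 0.5% DMSO vehicle.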
Luc counter = blocks Kinase-Glo luciferase, a counter-screen artifact; Q27757; Kinase-Glo luciferase, ATP luminescence, 8 min; Potency, µM (highest dose often 38.3 µM), without a hit: at the highest dose activity change, negative = inhibition, most hits filed as inhibitors; 0.28% of 200,000 active; further: on the % scale 0 is the no-effect control and ±100 the full control effect; nearly all actives have a fitted effect of over 60% in size
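Compounds were added to a substrate mix at pH 7.2 (50 mM imidazole, 10 uM ATP, within the enzyme's linear range), followed by Kinase-Glo detection reagent; luminescence was measured after 8 minutes at ambient temperature.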
SMN2 splice up = increases expression of the SMN2 splice variant; HEK293 SMN2-luciferase splicing reporter, luminescence, 30-36 h; Potency, µM (highest dose often 46.1 µM), without a hit: top-dose activity change, positive = activation, most hits filed as activators; 2.8% of 210,000 active; further: % of control where 0% means no effect; nearly all actives have a fitted effect of over 55% in size
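HEK293 cells carry an SMN2 […]–luciferase reporter in which exon 7 inclusion puts luciferase in frame. Cells were plated 10-12 h before compound addition, then incubated 30-36 h at 37C. ONE-Glo luminescence was read; sodium butyrate at 4.5 mM final served as control.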
L3MBTL1 inh = blocks human L3MBTL1 | 0.66% of 230,000 active | Q9Y468 | Potency, µM (titrated, usually from 57.1 µM), inactives show at the top dose activity, negative = inhibition, actives largely listed as inhibitors | AID 485360 | AlphaScreen L3MBTL1–H3K9me1 peptide binding; further: on the % scale 0 is the no-effect control and ±100 the full control effect; nearly all actives have a fitted effect of over 60% in size
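L3MBTL1 50 nM + b-AHA-H3(1-15)K9me1 75 nM, 30 min RT; compound added, 30 min RT; streptavidin donor/Ni-chelate acceptor beads 10 ug/mL each final, 30 min RT dark; AlphaScreen read.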
KDM4E inh = blocks human JMJD2E demethylase activity; B2RXH2; JMJD2E catalytic domain, FDH-coupled NADH fluorescence (FDH is formaldehyde dehydrogenase); Potency, µM (titrated, usually from 57.1 µM), inactives show at the highest dose activity change, negative = inhibition, usual class: inhibitors; 1.6% of 230,000 active; AID 2147; active means well fitted inhibition curve with a large enough effect, not every such curve was filed as active; inconclusive means small, poorly fitted or top-dose-only effect, or another doubt; inactive means no such curve, though single readings can be large or run the other way;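 further: 0% = wells with enzyme and -100% = buffer wells without enzyme; nearly all actives have a fitted effect of over 50% in size; many of its hits are not listed in these tables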
Target sequence (B2RXH2 1-337 limits assumed): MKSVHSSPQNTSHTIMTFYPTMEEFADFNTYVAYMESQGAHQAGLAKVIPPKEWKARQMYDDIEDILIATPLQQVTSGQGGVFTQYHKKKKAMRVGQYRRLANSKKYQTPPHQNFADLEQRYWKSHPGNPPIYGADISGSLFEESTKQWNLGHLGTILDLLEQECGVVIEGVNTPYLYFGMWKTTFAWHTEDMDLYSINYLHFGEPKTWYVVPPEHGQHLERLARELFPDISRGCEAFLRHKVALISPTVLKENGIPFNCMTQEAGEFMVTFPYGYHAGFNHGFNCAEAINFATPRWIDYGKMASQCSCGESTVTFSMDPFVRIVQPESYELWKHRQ
RECQ1 inh = RECQ1 (human) helicase inhibition | P46063 | RECQ1 DNA unwinding, red fluorescence kinetic read | 0.54% of 240,000 active | AID 2549 | Potency, µM (series often up to 57.3 µM), for the others: at the top dose activity, negative = inhibition, usual class: inhibitors;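 further: plate controls were vehicle for no effect and no enzyme for full effect; nearly all actives have a fitted effect of over 30% in size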
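50 nM RECQ1T1 preincubated 15 min with compound in Tris pH 8.0 buffer with MgCl2, DTT, Tween-20 and 2.5 ug/ml poly(dI-dC); started with 200 nM TAMRA/BHQ-2 forked duplex and 2 mM ATP. Unwinding read as fluorescence (525/598 nm), two reads 2 h apart.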
ALDH1A1 block = ALDH1A1 (human) enzyme inhibition; 7.3% of 220,000 active; P00352; Purified ALDH1A1, NADH fluorescence, propionaldehyde substrate; Potency, µM (doses to about 75.3 µM), without a hit: at the highest dose activity, negative = inhibition, most hits filed as inhibitors; active means well fitted inhibition curve with a large enough effect, not every such curve was filed as active; inconclusive means small, poorly fitted or top-dose-only effect, or another doubt; inactive means no such curve, though single readings can be large or run the other way;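 further: plate controls were no enzyme wells and a reference inhibitor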
Target sequence (P00352 whole entry, looked up): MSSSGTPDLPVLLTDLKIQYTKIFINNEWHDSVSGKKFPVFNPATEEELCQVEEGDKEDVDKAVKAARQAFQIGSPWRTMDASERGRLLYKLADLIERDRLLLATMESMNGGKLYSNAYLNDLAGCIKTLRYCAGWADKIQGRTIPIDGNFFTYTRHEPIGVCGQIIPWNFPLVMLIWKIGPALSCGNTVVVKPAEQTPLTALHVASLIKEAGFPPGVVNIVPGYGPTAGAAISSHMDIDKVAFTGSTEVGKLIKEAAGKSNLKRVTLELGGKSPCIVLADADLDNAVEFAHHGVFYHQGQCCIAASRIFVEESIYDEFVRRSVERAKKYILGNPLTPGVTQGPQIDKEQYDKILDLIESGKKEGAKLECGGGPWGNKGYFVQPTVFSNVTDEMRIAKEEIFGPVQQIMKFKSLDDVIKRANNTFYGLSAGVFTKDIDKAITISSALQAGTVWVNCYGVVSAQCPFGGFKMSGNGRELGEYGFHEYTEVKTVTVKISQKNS
The depositor's hits bear a star; i = inactive; ? = inconclusive; · = no result given; ! = a repeat was not active; [ ] = dose if it differs, or a comment. Unless noted, the call rests on the fitted dose curve; in most records, active means well fitted curve in the direction sought with a large enough effect; inconclusive means small, poorly fitted or top-dose-only effect, or another doubt; inactive means no such curve, though single readings can be large; an effect the other way counts as inactive or inconclusive. Potency means the concentration at half of the fitted maximal effect. These rows are one share of the data; the hit share may differ from the screen's.

Structure | L3MBTL1 inh | KDM4E inh | RECQ1 inh | Lamin A splicing | Luc counter | Tau fibril ThT | SMN2 splice up | ALDH1A1 block
C=CCn1c(SCc2cc(=O)n3cc(C)ccc3n2)nnc1-c1ccc(F)cc1 | 10% | ? | -1% | -6% | -2% | 6% | -17% | ?
CCn1c(CCNC(=O)c2ccc(F)cc2)nc2ccccc21 | -5% | -2% | i | -5% | -1% | -1% | -12% | 0%
COC(=O)c1nc(N)sc1C(C)C | -4% | -8% | 16% | · | 0% | -8% | 10% | -7%
COc1ccc(C(=O)NN(c2ccccc2)c2ccccc2)cc1 | -3% | -4% | i | 5% | 0% | -7% | -1% | 2%
Cc1ccc(-c2noc(C3CCN(C(=O)Nc4ccc(C#N)cc4)CC3)n2)o1 | -10% | -1% | i | ? | 0% | ? | -46%[inhibitor] | -7%
OC(COC(c1ccccc1)c1ccccc1)CN1CCc2ccccc2C1 (configuration not stated) | -3% | -3% | i | ? | 0% | -9% | -11% | -3%
COc1ccc(C(=O)/C=C/Nc2ccc([N+](=O)[O-])cc2C)c(OC)c1 | 7% | -7% | 10% | -3% | -13% | ? | ? | 11%
CCOC(=O)Nc1c(O)ccc2oc(C)c(-c3ccccc3)c12 | · | 10% | 16% | -5% | -2% | 0% | ? | -5%
Cc1ccc(C)c(CN2C(=O)C3CCCN3c3ccc(C#N)cc32)c1 (configuration not stated) | 2% | ? | -10% | -5% | -3% | -3% | -26% | ?
CCOC(=O)N1CCN(C(=O)c2noc(C(C)C)c2[N+](=O)[O-])CC1 | -10% | 1% | -4% | ? | 1% | -2% | -14% | -11%
FC(F)Oc1ccccc1NC(=S)Nc1cccc(Cl)c1Cl | 7% | -9% | -11% | -13% | 0% | -3% | -8% | ?
COc1ccc(/C(C)=N/NC(=O)CNC(=O)c2cccs2)cc1OC | · | 10% | -8% | · | 12% | -19% | 30% | -7%
Cc1ccc(C)c(-n2cc(CN3CCN(C(=O)c4ncn[nH]4)CC3)c(-c3ccccc3)n2)c1 | 12% | 17% | -13% | ? | -3% | -9% | · | 1%
Nc1ccc2c(c1)ncn2CCCn1cnc2cc(N)ccc21 | -2% | 7% | i | 3% | -1% | ? | 4% | 4%
COc1cc(NC(=S)NC(=O)CC(C)C)ccc1NC(=O)c1cc2ccccc2o1 | -1% | 8% | ? | 5% | 0% | -6% | 3% | ?
COc1ccc(/C=C2\CCCC3C2=NN(C(=O)c2ccco2)C3c2ccc(OC)c(OC)c2)cc1OC (configuration not stated) | -3% | · | -4% | 2% | 1% | -20% | · | i
CCOC(=O)CSc1nc2ccccc2c(=O)[nH]1 | 3% | 2% | 12% | -1% | 1% | 0% | -1% | 7%
O=C(c1cc(C(F)(F)F)cc(C(F)(F)F)c1)N1CCC2(CC1)CCN(c1ncccn1)CC2 | · | · | i | · | -7% | · | -15% | 5%
O=C(COC(=O)C12CC3CC(CC(C3)C1)C2)NCCCc1ccccc1 | 13% | -2% | -7% | 3% | 1% | 11% | ? | ?
CC(=O)c1c(O)cc(=O)n(-c2ccccc2)c1-c1ccc(C)cc1 | 3% | 5% | 14% | 0% | 0% | -10% | 3% | 2%
CC1(C)OC(=O)C(=NNc2ccc(Br)cc2)C(=O)O1 | ? | 0% | 0% | ? | 5% | -9% | -29% | 13µM*
O=C1CCCc2nn(-c3ccccc3)nc21 | 1% | -6% | -1% | -3% | -2% | -4% | 9% | -1%
CCOC(=O)C1CCN(C(=O)c2oc3ccc(S(=O)(=O)N4CC(C)CC(C)C4)cc3c2C)CC1 (configuration not stated) | -7% | -2% | -15% | ? | 2% | ? | -30%[inhibitor] | 0%
O=C1CCCN1CCCNc1ncnc2c1[nH]c1ccccc12 | -4% | ? | 9% | ? | -2% | -5% | -27% | ?
Cc1cnc(NC(=O)CCCSc2nc3ccccc3s2)s1 | 2% | 2% | -4% | 16% | 2% | -10% | 28% | -1%
CCCC1(C(=O)OC)NC(c2ccco2)C2C(=O)N(C)C(=O)C21 (configuration not stated) | -19% | 6% | i | 14%[46 µM] | -4% | -4% | -6% | -5%
O=C(Nc1ccc(-n2ccnc2P(=O)(O)c2ccccc2)cc1)c1ccccc1Br | · | ? | i | 5% | -14% | ? | 26% | ?
c1ccc(-c2cc3c(NCC4COc5ccccc5O4)ncnc3s2)cc1 (configuration not stated) | 7% | ? | -6% | ? | 1% | 4% | -51%[inhibitor] | ?
CCCCN(CCCC)c1nc2ccccc2nc1NS(=O)(=O)c1ccc(NC(C)=O)cc1 | · | ? | -12% | 6% | -4% | -10% | -11% | ?
CCSc1nnc(-c2cnn(-c3ccccc3)c2-n2cccc2)n1C | · | 5% | i | 2% | -5% | -9% | -8% | ?
CCOC(=O)C1(Cc2ccc(OC)cc2)CCN(C(=O)C2CCCO2)CC1 (configuration not stated) | 2% | 2% | -3% | · | 0% | -7% | · | ?
CCOC(=O)CSc1nnc(CNC(=O)c2ccc(S(=O)(=O)N3CCCCC3)cc2)n1C | -3% | -2% | -7% | 10% | 0% | -6% | -9% | ?
COc1ccc(CN/C=C2\CCCCC2=O)cc1 | 3%[11.4 µM] | -9% | i | 3% | 1% | -10% | 10% | ?
O=C(CCS(=O)(=O)Cc1ccccc1)N1CCN(Cc2ccccc2)CC1 | -5% | 2% | 10% | -7% | -3% | -6% | 4% | -4%
CC12CCC(C(=O)NCc3ccccn3)(OC1=O)C2(C)C (configuration not stated) | · | ? | 0% | -13% | 3% | -8% | 6% | -7%
CCCn1c(SCC(=O)Nc2sc(C)c(C)c2C(=O)OC)nc2c1c(=O)n(C)c(=O)n2C | · | 8% | i | 4% | 0% | -5% | 20% | ?
Cn1c(=O)c2c(nc(N3CCOCC3)n2Cc2c(F)cccc2Cl)n(C)c1=O | 4% | 1% | -3% | 2% | 2% | 8% | 6% | -3%
N/C(=N\OC(=O)C12CC3CC(CC(C3)C1)C2)c1ccncc1 | 5% | 4% | -16% | · | · | -9% | · | ·
CC(=O)c1cccc(NC(=O)CC2SC(N3CCCCC3)=NC2=O)c1 (configuration not stated) | -5% | 4% | i | -2% | -1% | 3% | -1% | ?
Cc1ccc2oc(-c3ccco3)nc2c1 | -9% | ? | i | -4% | -15% | -4% | 18% | ?
O=C(Cc1ccc(Cl)cc1)Nc1ccc2c(c1)C(=O)NC2=O | 2% | ? | -6% | -8%[46 µM] | 0% | -9% | · | 0%
Cc1nccc(-c2cc(-c3ccc(Cl)cc3Cl)no2)n1 | 3% | -1% | -9% | · | · | ? | · | 1%
Cn1c(N=Nc2ccc(N3CCOCC3)cc2)[n+](C)c2ccccc21 | -25% | -21% | i | 1%[46 µM] | 13µM* | 1µM* | -3% | -12%
CCCCC1=CC2=CC(=O)C(C)(OC(=O)CC)C(=O)C2=CN1Cc1ccc2c(c1)OCO2 (configuration not stated) | · | 18µM*! | -10%[11.5 µM] | ? | 0%[7.66 µM] | ? | -14%[9.22 µM] | 14%[13.5 µM]
Cc1cc(C)c(NC(=O)CSc2ccc3nnc(CCNC(=O)c4ccccc4)n3n2)c(C)c1 | 0% | 4% | -10% | -1% | 0% | 1% | 10% | -2%
Cn1c(=O)[nH]c(=O)c2c1ncn2CCN1CCOCC1 | 4% | -12% | -10% | 8% | 1% | -7% | ? | 4%
CCn1c2c(c(=N)c3ccccc31)CCC2 | -10% | ? | -4% | · | · | 1% | · | ·
N#C/C(=C\N1CCOCC1)c1ccccc1 | · | -2% | -6% | 1% | -4% | -7% | -20% | ?
CCOc1ccc(N2C(=O)/C(=C/c3ccco3)N(C)C2=S)cc1 | -12% | -12% | -8% | -5% | 4% | ? | -12% | ?
CC(C)CCNC(=O)C(c1ccco1)N(Cc1cccs1)C(=O)Cn1nnc2ccccc21 (configuration not stated) | 1% | 2% | i | 9% | -2% | -9% | -1% | -9%

Continued.
Structure | L3MBTL1 inh | KDM4E inh | RECQ1 inh | Lamin A splicing | Luc counter | Tau fibril ThT | SMN2 splice up | ALDH1A1 block
COc1cc(/C=N/NC(=O)Cc2ccccc2)ccc1Oc1ccc([N+](=O)[O-])cc1[N+](=O)[O-] | -14% | 4% | -4% | -3% | 1% | 6% | -76%[inhibitor] | 3%
CCCCCCCCCSc1n[nH]c(N)n1 | 6% | 5% | -4% | -8% | -1% | 5% | -2% | 3%
COc1ccccc1NC(=O)C1CCCN(c2nc(C)cc(C)n2)C1 (configuration not stated) | 0% | ? | i | -10% | 0% | 1% | -37%[inhibitor] | ?
CCn1c(CNC(=O)C(C)(C)C)nc2ccccc21 | · | -6% | -12% | 10% | -3% | -8% | -38% | 10%
CCOc1ccc(NC(=O)N2CCC(n3nnc4cc(C)ccc43)CC2)cc1 | 0% | -1% | -2% | -3% | -5% | ? | -25% | -16%
COc1ccc(NC(C)=O)cc1NC(=O)CN1CCN(c2ccccn2)CC1 | 4% | 2% | -6% | -6% | 4% | -7% | -7% | ?
COc1ccccc1OCc1ccc(C(=O)NCCN(C)C)o1 | 2% | 6% | -8% | -2% | 0% | 0% | -10% | 12%
CN(C)C(=O)C(=O)c1cccn1-c1ccccc1C#N | · | -1% | i | 12% | -3% | -3% | -19% | 8%
O=c1c2[nH]c3ccc(F)cc3c2ncn1CCC1=CCCCC1 | -4% | -6% | 18% | · | · | -2% | · | ·
O=c1c2c3n(c(=S)nc2[nH]n1-c1ccccc1)CCCCC3 | · | -5% | -14% | -9% | -2% | ? | -3% | ?

A draw from above in order of SMILES length, lowest first.
Structure | L3MBTL1 inh | KDM4E inh | RECQ1 inh | Lamin A splicing | Luc counter | Tau fibril ThT | SMN2 splice up | ALDH1A1 block
CCn1c(CNC(=O)C(C)(C)C)nc2ccccc21 | · | -6% | -12% | 10% | -3% | -8% | -38% | 10%
O=c1c2[nH]c3ccc(F)cc3c2ncn1CCC1=CCCCC1 | -4% | -6% | 18% | · | · | -2% | · | ·
O=c1c2c3n(c(=S)nc2[nH]n1-c1ccccc1)CCCCC3 | · | -5% | -14% | -9% | -2% | ? | -3% | ?
CCOc1ccc(NC(=O)N2CCC(n3nnc4cc(C)ccc43)CC2)cc1 | 0% | -1% | -2% | -3% | -5% | ? | -25% | -16%
